# WRN helicase inh = inhibitors of human WRN helicase. WRN helicase unwinding, fluorescent forked duplex, kinetic. Potency, µM (top dose mostly 114 µM), for inactives: top-dose activity change, negative = inhibition, hits mostly inhibitors. hit rate 0.46% among 360,000; also: potency is read from the fitted curve at half-maximal effect; % is scaled to controls: 0 for no effect and ±100 for the full control effect; nearly all actives have a fitted effect of over 55% in size
#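 Kinetic red-fluorescence monitoring (525/598 nm) tracks WRN helicase activity after 100 nM fluorophore-quencher forked duplex and 2 mM ATP are added to 20 nM enzyme pretreated 15 min at room temperature with compound.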
# MCF10A rereplic = inducers of DNA re-replication in MCF 10A breast cells; MCF 10A DNA re-replication, Hoechst nuclear intensity, 48 h; Potency, µM (series often up to 46.1 µM), for inactives: top-dose activity, positive = re-replication, actives largely listed as activators; hit rate 2.9% among 350,000; AID 624296; also: potency is read from the fitted curve at half-maximal effect; % of control where 0% means no effect; nearly all actives have a fitted effect of over 50% in size
# HT1080 IDH1KD tx = toxicity to HT-1080 IDH1 knockdown cells (counter line). HT-1080 IDH1 knockdown viability, ATP luminescence, 48 h. Potency, µM (doses to about 46.1 µM), without a hit: top-dose activity, negative = toxicity, most hits filed as cytotoxic. hit rate 2% among 360,000. AID 686971;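 also: potency is read from the fitted curve at half-maximal effect; 0% = DMSO wells and -100% = cell-free medium wells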
#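 % activity derives from luminescence (CellTiter-Glo), normalised to DMSO and no-cell wells. HT-1080-IDH1KD cells, 750/well, had 48 h compound exposure at 37 °C.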
# SW480 rereplic = induces DNA re-replication in SW480 colon adenocarcinoma cells; AID 624297; hit rate 1.8% among 340,000; SW480 DNA re-replication, Hoechst DNA content imaging, 48 h; Potency, µM (doses to about 46.1 µM), for the others: top-dose re-replication activation, usual class: activators; also: potency is read from the fitted curve at half-maximal effect; % of control where 0% means no effect; nearly all actives have a fitted effect of over 55% in size
#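 Hoechst fluorescence of nuclei (405 nm excitation, 500-530 nm emission) measured by plate-scanning imager after 48 hr compound exposure at 37 C; re-replication scored as increased number of nuclei with elevated intensity.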
# KB-3-1 tox = KB-3-1 parental cell cytotoxicity; Potency, µM (top dose mostly 46.1 µM), without a hit: top-dose activity change, negative = cytotoxic, actives largely listed as cytotoxic; KB-3-1 viability, CellTiter-Glo ATP luminescence, 72 h; hit rate 1.4% among 400,000; also: potency is read from the fitted curve at half-maximal effect; % is scaled to controls: 0 for no effect and ±100 for the full control effect; nearly all actives have a fitted effect of over 60% in size
#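 KB-3-1 parental drug-naive adenocarcinoma cells in DMEM/10% FBS, incubated 72 h at 37 C with pin-transferred compounds across a concentration series. Viability by CellTiter-Glo luminescence; concentration-response curves fitted after normalization.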
# IL1B secr inh = blocks inflammasome-driven IL-1 beta release; THP-1 LPS/ATP IL-1B secretion, AlphaLISA, 16 h; hits give low values; hit rate 4.7% among 360,000; activity change, % at 57.5 µM; in the data active = activity change below about -50%; inconclusive = mostly about -30% to -49%; also: % is scaled to controls: 0 for no effect and ±100 for the full control effect
#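 THP-1 cells pretreated 1 hr with compounds (up to 57.5 uM final), then stimulated with LPS (250 ng/mL final) plus ATP (1.25 mM final); secreted IL-1B measured by AlphaLISA after 16 hr, decreased signal indicating inhibition.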
# HT1080NT lethal = kills 2HG-producing HT-1080-NT fibrosarcoma cells. HT-1080-NT fibrosarcoma viability, CellTiter-Glo ATP luminescence, 48 h. Potency, µM (series often up to 46.1 µM), inactives show at the highest dose activity, negative = less viability, actives largely listed as cytotoxic. hit rate 1.6% among 360,000. AID 686970;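 also: NT is the 2HG producing partner of a matched IDH1 knockdown line; potency is read from the fitted curve at half-maximal effect; 0% = DMSO-treated cells and -100% = media-only wells without cells; nearly all actives have a fitted effect of over 55% in size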
#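 Read-out is CellTiter-Glo luminescence after 10 minutes at room temperature, following 48 hours' compound treatment of HT-1080-NT cells (750 cells/well, RPMI, 5% FBS, 37 degrees C).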
# ATXN2 expr inh = inhibitors of ATXN2 expression. HEK-293 ATXN2-luciferase reporter, luminescence, 24 h. Potency, µM (highest dose often 57 µM), for the others: top-dose activity change, negative = inhibition, hits mostly inhibitors. hit rate 0.72% among 360,000. AID 1745845; also: potency is read from the fitted curve at half-maximal effect; % is scaled to controls: 0 for no effect and ±100 for the full control effect; nearly all actives have a fitted effect of over 55% in size
#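 ATXN2-luciferase reporter cells (luciferase flanked by upstream and downstream ATXN2 gene portions) were treated 24 h at 37 °C with compounds at up to 57 uM. SteadyGlo luminescence gave expression; GF-AFC fluorescence gave viability.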
# KB-V1 cytotox = kills drug-selected multidrug resistant KB-V1 cells | AID 1347076 | Potency, µM (series often up to 46.1 µM), for the others: at the top dose activity change, negative = cytotoxicity, most hits filed as cytotoxic | hit rate 3.4% among 400,000 | KB-V1 MDR cells viability, CellTiter-Glo, 72 h; also: potency is read from the fitted curve at half-maximal effect; % is scaled to controls: 0 for no effect and ±100 for the full control effect; nearly all actives have a fitted effect of over 60% in size
#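 Compound-treated KB-V1 multidrug-resistant cells, 72 h, 37 degrees C; viability by CellTiter-Glo. Fitted qHTS curves give the values.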
# Active calls of the source: *; u = inconclusive; x = no result given; [ ] = another dose, or the depositor's remark. Unless noted, calls follow the shape of the dose curve; as a rule, active = well fitted curve in the direction sought with a large enough effect; inconclusive = small, poorly fitted or top-dose-only effect, or another doubt; inactive = no such curve, though single readings can be large; an effect the other way counts as inactive or inconclusive. No enrichment for hits. Share with any hit: about 12%.
Molecule,WRN helicase inh,MCF10A rereplic,HT1080 IDH1KD tx,SW480 rereplic,KB-3-1 tox,IL1B secr inh,HT1080NT lethal,ATXN2 expr inh,KB-V1 cytotox
CCCC1(C(=O)O)NC(c2ccccc2O)C2C(=O)N(c3cccc(Cl)c3)C(=O)C21 (stereo not given),-2%,17%,4%,-5%,5%,12,-7%,1%,-1%
CCNc1nc(N)nc(Oc2ccc(OCC)nn2)n1,0%,-2%,20%,-1%,3%,29,0%,29%,7%
CC1(C)CC(=O)C(C=NCCN2CCN(C(=O)c3ccccc3)CC2)=C(O)C1,5%,2%,-6%,0%,1%,11,-2%,1%,4%
COc1ccc(NC(=O)CSc2nnc(-c3cccnc3)n2C)cc1,1%,0%,2%,-1%,1%,13,5%,-11%,0%
CC(=O)c1cccc(NC(=O)N2CCCC2C(=O)NC2CCCC2)c1 (stereo not given),4%,14%,17%,-4%,4%,13,23%,-15%,-13%
COc1cc(C#N)ccc1OCC(=O)NCc1cccs1,-5%,-31%[inhibitor],8%,2%,-9%,0,7%,-2%,0%
CN(CCOCCOc1ccc(Cl)cc1Br)Cc1ccccc1,2%,5%,u,6%,-16%,-80*,u,-12%,u
Cn1cncc1COC(=O)c1ccc(Cl)cc1,8%,1%,18%,-12%,3%,-16,4%,3%,0%
CCCCN1C(=O)C(O)(CC(=O)c2c(C)n[nH]c2C)c2cc(Br)ccc21 (stereo not given),5%,2%,5%,-17%,4%,6,0%,2%,u
Cc1cc(C(=O)N/N=C/c2c[nH]c3ccccc23)c(C)o1,-13%,19%,-16%,-7%,12%,-12,-2%,18%,11%
CNc1cncc(-c2cccnc2)n1,-9%,x,2%,x,0%,-1,u,2%,-5%
CC(C)(C)NC(=O)C1N(c2cccnc2)C(=O)C2C(C(=O)Nc3ccccc3)C3(C)C=CC21O3 (stereo not given),-14%,1%,-8%,1%,0%,13,-4%,-1%,-13%
C=CCSc1nnnn1-c1ccc(OC)cc1,3%,3%,-23%,-4%,-6%,-5,2%,3%,3%
CCCc1nnc(NC(=O)CCC(=O)NC2CCCC2)s1,-4%,-2%,5%,-4%,0%,6,8%,x,0%
Cc1ccc(N2CCN(C(=O)C(=O)c3ccc4c(c3)OCO4)CC2)cc1,-2%,x,12%,x,1%,-4,-1%,x,-34%

# A few values from above:
# Cc1ccc(N2CCN(C(=O)C(=O)c3ccc4c(c3)OCO4)CC2)cc1 – HT1080 IDH1KD tx: 12%
# CCCCN1C(=O)C(O)(CC(=O)c2c(C)n[nH]c2C)c2cc(Br)ccc21 (stereo not given) – KB-3-1 tox: 4%

# Carrying on.
Molecule,WRN helicase inh,MCF10A rereplic,HT1080 IDH1KD tx,SW480 rereplic,KB-3-1 tox,IL1B secr inh,HT1080NT lethal,ATXN2 expr inh,KB-V1 cytotox
Cn1nc(C(F)(F)F)cc1-c1ccc(/C=C(\C#N)C(=O)c2ccccc2)s1,5%,u,30%,6%,-7%,31,14%,6%,7%
O=C(/C=C/c1ccc(Br)o1)OCc1nc2ccsc2c(=O)[nH]1,14µM*,-4%,11%,-9%,16%,-1,6%,-11%,-6%
COc1ccc(Cc2nnc(NCCO)[nH]c2=O)cc1,1%[57.1 µM],1%,6%,-19%,3%,7,3%,-1%,u
C=CCN1CCN(C(CCC)c2nnnn2Cc2ccco2)CC1 (stereo not given),-6%,3%,-18%,-15%,1%,-11,-4%,-8%,-26%
O=C(COC(=O)/C=C/c1ccccc1)Nc1nnc(-c2ccccc2)o1,-18%,u,2%,5%,4%,1,-5%,-13%,6%
COc1ccccc1N1CCN(C(=O)c2ccc(N3CCCC3=O)cc2)CC1,2%,8%,6%,-1%,0%,-9,-9%,3%,6%
O=c1cc(O)nc(-c2ccccc2)s1,-20%,0%[9.22 µM],-1%,u,21%,13,8%,-32%,-1%
CC(=O)N1CCc2cc(Br)cc(S(=O)(=O)N3CCN(c4ccccn4)CC3)c21,1%,4%,2%,-11%,7%,48,13%,3%,-16%
CCCCNC(=O)CNC(=S)N(Cc1ccccc1F)C1CCCCC1,-8%,2%,-20%,u,4%,-24,-5%,0%,u
c1ccc(Oc2nc3ccccc3n3cccc23)cc1,0%,8%,-12%,2%,7%,0,-11%,0%,0%
COc1ccc2oc(=O)c(-c3cn4ccc(C)cc4n3)cc2c1,0%,15µM*,24%,u,-8%,88,u,x,2%
CC1CCCN(CC(=O)Nc2ccc(S(=O)(=O)N3CCCC3)cc2)C1 (stereo not given),-7%,18%,2%,-5%,6%,-8,-6%,3%,-26%
O=C(O)CN1CCN(C(c2ccccc2)c2ccccc2)CC1,15%,-1%,3%,5%,15%,34,-12%,1%,64%
c1ccc(OCCCc2nc(-c3cccnc3)no2)cc1,8%,0%,-10%,-10%,3%,-10,4%,-8%,-7%
CCCS(=O)(=O)NC(=O)C1(C)CCN(C(=O)c2ccc(F)c(Cl)c2)C1 (stereo not given),-1%,x,16%,x,0%,11,u,4%,5%
COc1ccc(NC(=O)c2cc3ccccc3cc2OC)cc1,-14%,27%,16µM*,12%,u,-15,16µM*,64%[activator],-24%
CC(=O)n1nc(-c2ccncc2)nc1SCC(=O)Nc1cccc(Cl)c1,7%,7%,-2%,u,2%,40,-14%,-17%,0%
Cc1ccc(NC(=O)c2cc(S(=O)(=O)N3CCC4(CC3)OCCO4)ccc2F)cc1,-15%,0%,-10%,-1%,-3%,0,-4%[9.24 µM],7%,-1%
Cn1c(=O)c2ncn(CC(=O)N/N=C/c3ccco3)c2n(C)c1=O,-22%[57.1 µM],0%,14%,2%,1%,-10,12%,u,10%
CC(=O)c1cccc(N/C=C\c2nnnn2-c2ccc(F)cc2)c1,-14%,u,-20%,-23%,6%,15,-12%,6%,-15%
O=C(NC1CCS(=O)(=O)C1)/C(=C/c1ccc(Cl)cc1)NC(=O)c1ccccc1 (stereo not given),8%,2%,8%,-3%,28%,-2,15%,8%,4%
Cc1ccc(OCCCCn2ccnc2C)c(C)c1,-1%,15µM*,-16%,7%,-15%,-56*,-25%,-16%,u
Cc1cccc(C(=O)N2CCCC(CCC(=O)N3CCN(c4ccccn4)CC3)C2)c1 (stereo not given),-30%,12%,0%,6%,x,-10,-1%,-15%,x
COc1cccc(-n2c(SCC(=O)O)nnc2-c2cccnc2)c1,-6%,-1%,14%,-17%,3%,4,-6%,14%,-2%
O=C(Nc1ccc([N+](=O)[O-])cc1)Nc1nc(-c2ccc(Cl)s2)cs1,u,2.9µM*,7.3µM*,-45%[inhibitor],2.9µM*,-99*,6.5µM*,7.9µM*,u
Cc1ccc(NC(=O)CCn2ccc([N+](=O)[O-])n2)nc1,-11%,u,13%,-6%,-3%,12,19%,-17%,13%
Cc1ccc(Cn2c(C)c(C(=O)NCC(C)C)sc2=O)cc1,0%[57.1 µM],x,-1%,x,-12%,-24,3%,10%,13µM*
O=C(N/N=C/c1ccccc1Br)c1ccc(CSc2cccc3cccnc23)cc1,6%,9%,1%,-6%,4%,2,5%,x,5%
CN(C)CCC(=O)N1c2ccccc2Sc2ccc(Cl)cc21,-4%,u,u,u,0%,-59*,-3%,-13%,4%
NC1=NC(c2cccc(Cl)c2)N(CCc2ccc(F)cc2)C(N)=N1 (stereo not given),-15%,4%,u,3%,u,x,u,-7%,2%
c1csc(C2=NNC(=NC3CCCCC3)SC2)c1,-24%,0%,10%,1%,13%,-13,-11%,55%[activator][11.3 µM],0%
O=[N+]([O-])c1cc(C(F)(F)F)ccc1NC1CCN(Cc2ccccc2)C1 (stereo not given),-12%,6%,-20%,2%,u,u,0%,-29%,-14%
COc1ccc2nc(N3C(=O)CNC3=S)sc2c1,-7%,u,0%,4%,u,u,-1%,u,5.8µM*
[N-]=[N+]=CC(=O)CCCN1C(=O)c2ccccc2C1=O,-3%,0%,22%,11%,9%,9,8%,20%,10%
Cc1cc(C)cc(OCC(O)CN2CCN(Cc3ccc4c(c3)OCO4)CC2)c1 (stereo not given),0%,16µM*,-20%,9%,-20%,-5,-10%,-24%,-3%
CCN1C(=O)CC(N2CCN(c3ccc(C(=O)c4ccccc4)cc3)CC2)C1=O (stereo not given),-15%,3%,-1%,-5%,-21%,-28,-2%,0%,u
Cc1cc(C)c(NS(=O)(=O)c2ccc(NC(=O)CCC(=O)O)cc2)c(C)c1,1%[57.1 µM],3%,u,4%,-3%,-9,30%,-23%,10%
O=C(CCN1C(=O)C2C3C=CC(C4CC34)C2C1=O)Oc1cccc2cccnc12 (stereo not given),3%,u,1.3µM*,u,-8%,31,2µM*,u,-3%
CC(C)Oc1ccc(C2CCC(=O)NC2=O)cc1 (stereo not given),-18%,-7%,-1%,-3%,-2%,10,1%,0%,27%
CCn1c(SCC(=O)NCC(=O)Nc2ccc(F)cc2)nnc1-c1cccs1,-8%,5%,-2%,-12%,1%,-6,0%,8%,2%
COc1cc(/C=C2/C(=O)NN(c3cccc(Cl)c3)C2=O)cc(OC)c1O,-19%,2%,-1%,-3%,2%,7,-2%,-10%,4%
Cc1cc(C(=O)COC(=O)CNS(=O)(=O)c2ccc3ccccc3c2)c(C)n1-c1ccccc1,-23%,-3%,2%,x,24%,0,9%,8%,-22%
CC(=O)Nc1cccc(N2CCCC2=O)c1,-5%,u,-1%,-15%,-1%,23,22%,12%,-21%

# High-throughput results (PubChem BioAssay)
